# SW480 rerep: induces DNA re-replication in SW480 colon adenocarcinoma cells; SW480 DNA re-replication, Hoechst DNA content imaging, 48 h; Potency, µM (doses to about 46.1 µM), for inactives: at the top dose re-replication activation, usual class: activators; 340,000 compounds, 1.8% hits; AID 624297; further: % of control where 0% means no effect; nearly all actives have a fitted effect of over 55% in size
#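 DNA re-replication was detected as more nuclei of elevated Hoechst intensity after 48 hr exposure to compound (23 nL pinned per well of 250 cells).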
# HEK293 tox: cytotoxicity counter-screen for GLP-1 receptor inverse agonists | HEK293 cAMP-luciferase reporter cells, luminescence, 24 h | Potency, µM (titrated, usually from 38.3 µM), inactives show top-dose activity change, negative = inhibition, usual class: inhibitors | 410,000 compounds, 0.13% hits | AID 624418;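 further: loss of luciferase light is scored as toxicity; on the % scale 0 is the no-effect control and ±100 the full control effect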
#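 Cells in DMEM/10% Nu serum/1% pen-strep, 1536-well format. Pre-incubated 12 h, dosed with 23 nL compound, incubated a further 24 h. Luciferase detection, 12 min at room temp, luminescence.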
# KB-3-1 cytotox: kills parental KB-3-1 adenocarcinoma cells. 400,000 compounds, 1.4% hits. KB-3-1 viability, CellTiter-Glo ATP luminescence, 72 h. AID 1347075. Potency, µM (series often up to 46.1 µM), inactives show at the highest dose activity change, negative = cytotoxic, hits mostly cytotoxic; further: on the % scale 0 is the no-effect control and ±100 the full control effect; nearly all actives have a fitted effect of over 60% in size
#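 Using CellTiter-Glo luminescence, growth of non-resistant KB-3-1 adenocarcinoma cells is assessed 72 h after pin-tool compound addition at 37 °C. Normalized responses across the concentration series yield fitted curves.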
# HT1080NT lethal: kills 2HG-producing HT-1080-NT fibrosarcoma cells; 360,000 compounds, 1.6% hits; Potency, µM (titrated, usually from 46.1 µM), for inactives: top-dose activity, negative = less viability, usual class: cytotoxic; HT-1080-NT fibrosarcoma viability, CellTiter-Glo ATP luminescence, 48 h;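 further: NT is the 2HG producing partner of a matched IDH1 knockdown line; 0% = DMSO-treated cells and -100% = media-only wells without cells; nearly all actives have a fitted effect of over 55% in size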
#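 Fibrosarcoma NT cells, 750 per well in 5% FBS RPMI, were exposed to compound for 48 hours. Viability: CellTiter-Glo luminescence.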
# GLP-1R agonist: GLP-1 receptor (human) agonism; 380,000 compounds, 0.007% hits; HEK293 GLP-1R CRE-luciferase, luminescence, 4-6 h; cells express a hypersensitive GLP-1R form; Potency, µM (titrated, usually from 45.6 µM), for the others: at the top dose activation, usual class: activators; further: % of control where 0% means no effect
# Target sequence (P43220 whole entry, looked up): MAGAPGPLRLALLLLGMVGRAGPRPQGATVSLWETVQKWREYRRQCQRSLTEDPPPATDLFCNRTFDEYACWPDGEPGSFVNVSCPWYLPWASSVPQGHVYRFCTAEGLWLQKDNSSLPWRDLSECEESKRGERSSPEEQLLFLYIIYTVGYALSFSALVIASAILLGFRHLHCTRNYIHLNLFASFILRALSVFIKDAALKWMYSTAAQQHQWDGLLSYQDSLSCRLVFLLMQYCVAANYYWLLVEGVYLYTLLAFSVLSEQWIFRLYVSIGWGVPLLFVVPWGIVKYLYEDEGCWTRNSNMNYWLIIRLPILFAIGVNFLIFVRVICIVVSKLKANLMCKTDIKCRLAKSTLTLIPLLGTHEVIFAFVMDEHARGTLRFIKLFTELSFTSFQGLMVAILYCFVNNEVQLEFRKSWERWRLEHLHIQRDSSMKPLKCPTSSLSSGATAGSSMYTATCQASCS
# KB-V1 cytotox: kills drug-selected multidrug resistant KB-V1 cells; KB-V1 MDR cells viability, CellTiter-Glo, 72 h; Potency, µM (top dose mostly 46.1 µM), without a hit: at the top dose activity change, negative = cytotoxicity, actives largely listed as cytotoxic; 400,000 compounds, 3.4% hits; further: on the % scale 0 is the no-effect control and ±100 the full control effect; nearly all actives have a fitted effect of over 60% in size
#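 Potencies derive from concentration-effect curves fitted to normalized luminescence (CellTiter-Glo) of KB-V1 cells treated for 72 h at 37 degrees C in phenol-red-free DMEM containing 10% FBS.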
# GLP1R inv ag: GLP-1 receptor (human) inverse agonism; P43220; HEK293 GLP-1R CRE-luciferase, luminescence, 24 h; GLP-1R form is constitutively active; Potency, µM (doses to about 38.3 µM), inactives show at the highest dose activity change, negative = inhibition, usual class: inhibitors; 410,000 compounds, 1.6% hits; AID 624417; further: on the % scale 0 is the no-effect control and ±100 the full control effect; nearly all actives have a fitted effect of over 55% in size
#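 Luminescence readout: a drop in cAMP-driven luciferase signal flags inverse agonism at a constitutively active GLP-1R stably expressed in HEK293. Compound exposure lasted 24 hr at 37 deg C, 5% CO2.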
# TDP43 rescue: TDP-43 toxicity inhibition in yeast; AID 652104; TDP-43 expressing yeast growth rescue, BacTiter-Glo, 24 h; 410,000 compounds, 1.8% hits; Potency, µM (top dose mostly 46.1 µM), for inactives: at the top dose growth rescue (activation), usual class: activators; further: % of control where 0% means no effect; nearly all actives have a fitted effect of over 50% in size
#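 Galactose-induced TDP-43 yeast, OD600=0.02, compound pinned; 24 hr, 30 deg C; BacTiter-Glo luminescence for growth. Inhibitors of TDP-43 toxicity read as activators.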
# HT1080 IDH1KD tx: toxicity to HT-1080 IDH1 knockdown cells (counter line); HT-1080 IDH1 knockdown viability, ATP luminescence, 48 h; AID 686971; Potency, µM (highest dose often 46.1 µM), for the others: top-dose activity, negative = toxicity, usual class: cytotoxic; 360,000 compounds, 2% hits;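 further: 0% = DMSO wells and -100% = cell-free medium wells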
#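 Luminescent ATP read-out (CellTiter-Glo, 10 min at room temperature) after 48 h compound exposure at 37 °C gave viability of IDH1-knockdown HT-1080 cells. Activity was normalised to DMSO and cell-free wells, then fitted as concentration-response curves.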
# The depositor's hits bear a star; ? = inconclusive; . = no result given; & = joins results of further samples; [ ] = dose if it differs, or a comment. The call rests on the fitted dose curve; in most records, active means well fitted curve in the direction sought with a large enough effect; inconclusive means small, poorly fitted or top-dose-only effect, or another doubt; inactive means no such curve, though single readings can be large; an effect the other way counts as inactive or inconclusive. Potency means the concentration at half of the fitted maximal effect.
SMILES,SW480 rerep,HEK293 tox,KB-3-1 cytotox,HT1080NT lethal,GLP-1R agonist,KB-V1 cytotox,GLP1R inv ag,TDP43 rescue,HT1080 IDH1KD tx
CCn1c(CNC(=O)c2cccc(C)c2)nnc1SCC(=O)N1CCOCC1,-6%,8%,-7%,6%,-1%,4%,23%,-13%,1%
Cc1nc2cc(NCc3cc([N+](=O)[O-])ccc3O)ccc2n1Cc1ccccc1,-17%,-3%,10%,-1%,?,0%,1%,-1%[0.397 µM],1%
CS(=O)(=O)c1cccc(C(=O)Nc2cccc(-c3nc4ccccc4[nH]3)c2)c1,7%,-24%,-26%,?,5%,5%,7%,-23%,?
C[C@@H]1C(c2ccccc2)=NN(c2ccc(Br)cc2)[C@H]1C(=O)N1CCOC1=O,?,33%[activator],?,-12%,-3%,0%,?,?,?
CC[n+]1c(/C=C/N(C)c2ccccc2)oc2ccc(F)cc21,?,-9%,5.8µM*,?,1%,-7%,-37%,-5%,?
Cc1ccc(C#N)c(SCc2nnc(-c3ccc(Cl)cc3)o2)n1,2.3µM*,172%[activator],-2%,16%,-15%,12µM*,-54%,19%,14%
C[C@H](NC(=O)N1CCn2c1nc1ccccc12)C(=O)N1CCCCC1,184%,-2%,6%,14%,0%,1%,-38%,?,10%
CSc1ccccc1NC(=O)CSc1n[nH]c(C)c1[N+](=O)[O-],?,7%,-3%,-14%,13%,-24%,-10%,12%,-14%
O=C(CN1C(=O)NC2(CCCC2)C1=O)N1CCN(S(=O)(=O)c2ccc(Cl)c(C(F)(F)F)c2)CC1,3%,24%,-13%,2%,-12%,4%,-28%,5%,6%
COc1cc(C(=S)N2CCOCC2)cc(OC)c1OS(=O)(=O)c1ccc(Cl)cc1,6%,2%,-8%,-2%,-4%,?,-33%,16%,-5%
COc1ccc(C(=O)Nc2nc3c(s2)Cc2cc(OC)ccc2-3)cc1,-8%[9.22 µM],-12%&-30%,-10%,-12%,-7%,?,-8%&7%,0%&-2%,0%
OCC(Cc1ccc2c(c1)OCO2)C(CO)Cc1ccc2c(c1)OCO2 (centres undefined),0%,7%,0%,2%,1%,-8%,-20%,25%,-1%
COCCN(C(=S)Nc1ccccc1C)C(C)c1cccnc1 (centres undefined),7%,-1%,-9%,4%,2%,-11%,6%,12%,6%
COc1cccc(C=Nc2ccccc2C#N)c1O,-4%,-3%,2%,4%,-1%,6%,-20%,-6%,0%
Cc1cc(C(=O)NNC(=O)CCCCC(=O)NNC(=O)c2cc(C)[nH]n2)n[nH]1,2%,-4%,7%,5%,-1%,24%,2%,13%,13%
N/C(=N/OC(=O)c1ccccc1Cl)c1ncc([N+](=O)[O-])s1,?,?,23µM*,29µM*,0%,?,-18%,?,18µM*
COc1ccc(S(=O)(=O)N2CCCC(c3cc(C(=O)NCc4cccnc4)no3)C2)cc1 (centres undefined),.,0%,0%,?,-7%,-4%,22%,3%,0%
CC(C)(CNC(=O)c1ccccc1NS(C)(=O)=O)N1CCCCC1,-2%,6%,-7%,1%,4%,4%,12%,10%,2%
Cc1cccc(C)c1-n1nnnc1C(c1ccnc2ccccc12)N(CCN(C)C)Cc1ccccc1 (centres undefined),.,0%,?,21µM*,-1%,?,?,1%,21µM*
Cc1ccccc1-c1cnc2c(c1)C(=O)N([C@@H](C)CO)C[C@@H](C)[C@H](CN(C)Cc1ccccc1F)O2,.,-8%,-6%,-4%,-4%,?,?,9%,-5%
COc1ccccc1N1CCN(c2ccc3c(c2)S(=O)(=O)c2cccc(C(=O)NCc4cccc(F)c4)c2C3=O)CC1,.,-6%,-16%,-12%,-1%,-2%,-3%,12%,-10%
O=C(N[C@@H]1CC[C@@H](CCNC(=O)C2CCOCC2)O[C@@H]1CO)c1ccncc1,.,4%,11%,12%,.,0%,-14%,21%,15%
Cc1cccc(-c2nnc(SCC(=O)N3c4ccccc4CCc4ccccc43)n2C)c1,7%,?,-7%,1%,-3%,?,?,-4%,1%
Nc1nonc1-n1nnc(C(=O)N/N=C/c2ccc(OCc3ccccc3F)cc2)c1CN1CCCCC1,6%,-25%,3%,2%,3%,15%,9%,21%,0%
COc1ccc(-c2nc(CS(=O)CC(=O)N3CCOCC3)c(C)o2)cc1OC (centres undefined),1%,-6%,1%,-5%,1%,-23%,40%[activator],12%,10%
Cc1ccc(S(=O)(=O)N2CCN(C(=O)COC(=O)Cc3cccc(C(F)(F)F)c3)CC2)c(C)c1,-41%,-2%,4%,5%,5%,-7%,-18%,27%,0%
Cc1cc(C)cc(NC(=O)c2cc(=O)c3ccccc3o2)c1,3%,-12%,3%,20%,7%,14%,7%,-6%,17%
COc1ccc(C(=O)N=C2CCC(C#N)=C3c4cc(OC)c(OC)cc4CCN23)cc1,6%,-1%,?,-2%,?,12µM*,188%[activator],-14%,0%
Nc1cc(=O)[nH]c(SCC(=O)N2CCC(Cc3ccccc3)CC2)n1,-27%,0%,?,-13%,11%,10%,-29%,15%,-4%
Cc1ccccc1C1c2[nH]c3ccccc3c2C[C@H]2C(=O)N(c3ccccc3C(=O)NCCCN3CCOCC3)C(=O)N12 (some centres undefined),?,-12%,-2%,-13%,4%,0%,?,20%,-9%
CN1OC[C@@H]2CN(Cc3ccccc3)[C@H](c3cccc(N4CCOCC4)c3)C[C@@H]21,-26%[9.22 µM],1%,0%,2%,5%,-2%,-4%,-2%,5%
CCc1cccc(-n2nnc(-c3nsc(NC(=O)c4ccc(C)cc4)n3)c2C)c1,.,0%,0%,.,.,-1%,2%,18%,.
Cn1c(=O)n(C)c2cc(/C=N/N=C3/NC(=O)C(CC(=O)O)S3)ccc21 (centres undefined),?,0%,13%,26%,-1%,22%,1%,-11%,0%
COc1ccccc1N1CCN(S(=O)(=O)CCNC(=O)c2cc(=O)c3ccccc3o2)CC1,-18%,-1%&-2%,4%,-12%,-2%,?,-11%&-1%,-13%&19%,-14%
Cc1ccccc1N=C(NOCc1ccc(Cl)cc1Cl)c1nonc1N,9%,-12%,-21%,0%,-5%,?,0%,-15%,11%
CCOCCCNC(=O)c1ccc(N(C)S(=O)(=O)c2ccc(OC)cc2)cc1,2%,-12%,10%,1%,-11%,-11%,8%,-11%,1%
CCNC(=S)N(Cc1ccco1)Cc1cc2cc(OCC)ccc2[nH]c1=O,-34%[inhibitor],6%,5%,-13%,10%,?,3%,16%,-4%
Cc1ccc(-n2nc3c(N4CCC(C(=O)NC5CCCCC5)CC4)nnc(C)c3c2C)cc1,.,7%,-1%,.,.,-8%,6%,15%,.
CN(C)CCNC(=O)C(=O)NCC(c1ccc2c(c1)OCO2)N1CCN(c2ccc(F)cc2)CC1 (centres undefined),-8%,-5%,-3%,?,3%,-8%,?,-13%,-28%
O=C(c1ccc(F)cc1)c1cc2ccccc2o1,-1%,-2%,13%,1%,1%,6%,0%,0%,6%

# Profiles as entered above.
# Cc1cccc(-c2nnc(SCC(=O)N3c4ccccc4CCc4ccccc43)n2C)c1 in the list: SW480 rerep = 7%; HEK293 tox = ?; KB-3-1 cytotox = -7%; HT1080NT lethal = 1%; GLP-1R agonist = -3%; KB-V1 cytotox = ?; GLP1R inv ag = ?; TDP43 rescue = -4%; HT1080 IDH1KD tx = 1%
# COc1ccccc1N1CCN(S(=O)(=O)CCNC(=O)c2cc(=O)c3ccccc3o2)CC1 in the list: SW480 rerep = -18%; HEK293 tox = -1%&-2%; KB-3-1 cytotox = 4%; HT1080NT lethal = -12%; GLP-1R agonist = -2%; KB-V1 cytotox = ?; GLP1R inv ag = -11%&-1%; TDP43 rescue = -13%&19%; HT1080 IDH1KD tx = -14%

# The results go on.
SMILES,SW480 rerep,HEK293 tox,KB-3-1 cytotox,HT1080NT lethal,GLP-1R agonist,KB-V1 cytotox,GLP1R inv ag,TDP43 rescue,HT1080 IDH1KD tx
CN(C)CCCN(C(=O)c1sc2ccccc2c1Cl)c1nc2c(F)cccc2s1,-9%,6%[1.53 µM],3%,-2%,-22%,-20%,-15%,5%,4%
CCOc1cc(C2C(C(=O)Nc3ccccc3)=C(C)Nc3ncnn32)cc(Br)c1O (centres undefined),.,2%,2%,.,11%,?,0%,23%,.
CCOc1ccccc1Nc1ncnc2c1cnn2-c1ccccc1,24%,3%,?,-2%,-1%,-3%,-17%,-7%,-21%
COc1ccc(N(C(=O)c2ccco2)C(C(=O)NC2CCCC2)c2cccs2)cc1 (centres undefined),-4%,-23%,12%,-4%,8%,5%,-28%,16%,-24%
CC(=O)Nc1ccc(C(=O)NNC(=O)c2csc(N3CCOCC3)n2)cc1,.,1%,9%,0%,-1%,19%,14%,-31%[inhibitor],0%
Cc1ccc(CNC(=O)C2CCC(=O)N(CCc3cccc(F)c3)C2)cc1 (centres undefined),-1%,14%,1%,4%,-4%,-23%,-29%,14%,0%
CSc1nc(NS(=O)(=O)c2cc(C)c(Cl)cc2Cl)nn1C,-1%,-7%,10%,8%,-5%,3%,13%,-4%,1%
COc1ccc(NC(=O)CCS(=O)(=O)c2cc3c(cc2Cl)NC(=O)CO3)cc1OC,12%,-16%,3%,-9%,1%,?,7%,-29%,-1%
CCS(=O)(=O)c1c([N+](=O)[O-])ncn1C,?,-30%,5%,?,-5%,36%,-5%,12%,?
Cc1ccc(C(=O)O)cc1NC(=O)Nc1cccc2ccccc12,-2%,-7%,1%,-1%,-6%,-10%,-5%,4%,-3%
COc1ccccc1OCc1ccc(C(=O)N2CCN(C)CC2)o1,-2%,-10%,7%,10%,0%,17%,-4%,4%,3%

# Among those listed so far, these contain a nitro group on carbon.
SMILES,SW480 rerep,HEK293 tox,KB-3-1 cytotox,HT1080NT lethal,GLP-1R agonist,KB-V1 cytotox,GLP1R inv ag,TDP43 rescue,HT1080 IDH1KD tx
Cc1nc2cc(NCc3cc([N+](=O)[O-])ccc3O)ccc2n1Cc1ccccc1,-17%,-3%,10%,-1%,?,0%,1%,-1%[0.397 µM],1%
CSc1ccccc1NC(=O)CSc1n[nH]c(C)c1[N+](=O)[O-],?,7%,-3%,-14%,13%,-24%,-10%,12%,-14%
N/C(=N/OC(=O)c1ccccc1Cl)c1ncc([N+](=O)[O-])s1,?,?,23µM*,29µM*,0%,?,-18%,?,18µM*
CCS(=O)(=O)c1c([N+](=O)[O-])ncn1C,?,-30%,5%,?,-5%,36%,-5%,12%,?
